Assay outcomes from PubChem BioAssay.
PI4K2A inh: PI4K2A (human) kinase inhibition; 420,000 compounds, 0.13% hits; Q9BTU6; activity change, negative = inhibition, % at 76.9 µM; purified PI4K2A, ADP-Glo luminescence, 1 h; stronger effect = lower value; in the data active = activity change below about -50%; inconclusive = mostly about -30% to -49%;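 also: -100% = wells without enzyme as full effect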
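ADP-Glo luminescence measured ADP generated by PI4K2A enzyme (4 ug/mL before mixing) with 1.2 mM PI substrate (pre-mix) and 300 microM ATP (pre-mix). Tris pH7.5 buffer with MgCl2, Triton X-100; 1 h reaction at ambient temperature.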
BAZ2B block: inhibitors of human BAZ2B bromodomain. AlphaScreen BAZ2B-H3K14Ac peptide displacement. Q9UIF8. 360,000 compounds, 4.4% hits. Potency, µM (doses to about 114 µM), for inactives: at the top dose activity change, negative = inhibition, actives largely listed as inhibitors; also: potency is read from the fitted curve at half-maximal effect; % is scaled to controls: 0 for no effect and ±100 for the full control effect; nearly all actives have a fitted effect of over 60% in size
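Protein-peptide AlphaScreen: BAZ2B 50 nM, b-H3K14Ac 50 nM, 1x PBS pH 7.4 + 0.01% Tween-20. Preincubation 30 min RT; cpd 30 min RT (top 110 uM); beads 20 min RT, light-protected.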
Pin1 inh: human Pin1 inhibition | Q13526 | Pin1 FP peptide displacement, HiFluor488, 10 min | Potency, µM (top dose mostly 115 µM), for the others: at the top dose activity, negative = inhibition, hits mostly inhibitors | 390,000 compounds, 0.009% hits | AID 504891; active = well fitted inhibition curve with a large enough effect in the polarisation, with a control signal flat, not every such curve was filed as active; inconclusive = small, poorly fitted or top-dose-only effect, or effect the other way, or a change in a side signal; inactive = no such curve, though single readings can be large or run the other way; the % refers to the polarisation; also: potency is read from the fitted curve at half-maximal effect; % is scaled to controls: 0 for no effect and ±100 for the full control effect
Target sequence (Q13526 whole entry, looked up): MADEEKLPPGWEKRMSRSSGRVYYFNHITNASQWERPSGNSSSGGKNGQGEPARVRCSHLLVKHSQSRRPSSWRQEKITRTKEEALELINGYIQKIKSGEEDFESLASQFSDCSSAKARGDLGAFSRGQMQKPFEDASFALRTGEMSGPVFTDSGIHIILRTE
HP1b binding inh: HP1-beta chromodomain-methylated histone interaction inhibition | AlphaScreen HP1-beta / biotin-H3K9me3 peptide binding | Potency, µM (doses to about 114 µM), for inactives: at the top dose activity change, negative = inhibition, actives largely listed as inhibitors | 390,000 compounds, 0.56% hits; also: potency is read from the fitted curve at half-maximal effect; nearly all actives have a fitted effect of over 70% in size; inactives centre near 23
Target sequence (P83916 whole entry, looked up): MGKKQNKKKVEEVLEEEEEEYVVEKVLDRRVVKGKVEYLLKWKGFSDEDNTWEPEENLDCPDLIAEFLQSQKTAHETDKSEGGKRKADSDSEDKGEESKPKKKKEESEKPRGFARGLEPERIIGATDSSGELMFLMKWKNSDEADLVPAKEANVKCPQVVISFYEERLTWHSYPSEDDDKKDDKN
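Compound inhibition of the preformed complex between 50 nM HP1-beta and 50 nM biotinylated H3K9me3 peptide was read by AlphaScreen. Buffer was PBS pH 7.4 with 0.01% Tween-20. Incubations ran 30 min at room temperature, with 10 ug/mL donor/acceptor beads.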
JMJD2A Tudor: inhibitors of human JMJD2A Tudor domain; AlphaScreen JMJD2A-Tudor / H3K4me3 peptide binding; O75164; AID 504339; 390,000 compounds, 4.4% hits; Potency, µM (top dose mostly 114 µM), for inactives: at the top dose activity change, negative = inhibition, most hits filed as inhibitors; also: potency is read from the fitted curve at half-maximal effect; % is scaled to controls: 0 for no effect and ±100 for the full control effect; nearly all actives have a fitted effect of over 50% in size
Tb PGK inh: T. brucei PGK inhibition; 380,000 compounds, 0.043% hits; Potency, µM (top dose mostly 57.5 µM), for inactives: top-dose activity change, negative = inhibition, hits mostly inhibitors; PGK/GAPDH coupled, Kinase-Glo luminescence, 60 min; also: potency is read from the fitted curve at half-maximal effect; % is scaled to controls: 0 for no effect and ±100 for the full control effect; nearly all actives have a fitted effect of over 60% in size
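Luminescent ATP detection (Kinase-Glo Plus) follows a 60-minute room-temperature incubation, with wells lacking PGK as controls. Buffer: 100 mM TEA (pH 7.6), 5 mM MgCl2, 0.01% Tween-20. Coupling enzyme GAPDH (100 nM final) supplies unstable 1,3-BPG in-well.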
GLS inh: inhibitors of human glutaminase (GLS). GLS enzymatic activity, qHTS titration. 410,000 compounds, 0.21% hits. Potency, µM (highest dose often 45.5 µM), inactives show at the top dose activity change, negative = inhibition, most hits filed as inhibitors. AID 624170. O94925; also: potency is read from the fitted curve at half-maximal effect; % is scaled to controls: 0 for no effect and ±100 for the full control effect
Target sequence (O94925 whole entry, looked up): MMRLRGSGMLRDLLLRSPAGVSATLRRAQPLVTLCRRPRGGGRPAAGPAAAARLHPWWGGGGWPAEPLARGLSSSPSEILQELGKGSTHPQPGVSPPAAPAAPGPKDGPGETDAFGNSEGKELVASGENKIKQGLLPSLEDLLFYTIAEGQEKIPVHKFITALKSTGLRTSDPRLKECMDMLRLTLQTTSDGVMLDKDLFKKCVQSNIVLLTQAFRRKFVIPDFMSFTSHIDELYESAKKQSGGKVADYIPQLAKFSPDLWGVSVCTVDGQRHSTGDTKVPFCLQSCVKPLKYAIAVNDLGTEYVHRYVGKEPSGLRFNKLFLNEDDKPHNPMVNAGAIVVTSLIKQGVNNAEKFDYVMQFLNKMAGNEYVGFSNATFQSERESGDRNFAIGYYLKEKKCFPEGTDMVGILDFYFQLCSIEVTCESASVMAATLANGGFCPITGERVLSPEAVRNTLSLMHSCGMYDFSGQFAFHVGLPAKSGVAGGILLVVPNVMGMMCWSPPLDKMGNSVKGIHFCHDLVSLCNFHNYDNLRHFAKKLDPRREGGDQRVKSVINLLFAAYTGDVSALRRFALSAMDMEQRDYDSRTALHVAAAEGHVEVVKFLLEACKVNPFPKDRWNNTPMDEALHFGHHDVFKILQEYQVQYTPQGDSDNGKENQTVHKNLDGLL
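Human kidney-isoform GLS in 45 mM KH2PO4 pH 8.2, 0.02% Tween-20, with compound, started with 1mM L-Glutamine (added stock). Glutamate oxidase/HRP/Amplex red coupled fluorescence read at start and after 30 min at RT.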
ERG Ets-DNA blk: ERG Ets/DNA interaction inhibition; P11308; fluorescence polarization, His-ERG Ets domain / labelled DNA; Potency, µM (doses to about 76.9 µM), for inactives: at the top dose FP activity, negative = inhibition, usual class: inhibitors; 370,000 compounds, 0.028% hits; AID 624246; active = well fitted inhibition curve with a large enough effect in the polarisation, with a control signal flat; inconclusive = small, poorly fitted or top-dose-only effect, or effect the other way, or a change in a side signal; inactive = no such curve, though single readings can be large or run the other way; the % refers to the polarisation;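 also: polarization taken with two DNA probes labelled with fluorescein and Texas red; potency is read from the fitted curve at half-maximal effect; % of control where 0% means no effect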
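His-tagged ERG Ets domain (1 uM in the protein solution; 300mM KCl, 50mM Tris-HCl, 1mM EDTA, 1mM DTT, pH 7.5) received compound, then a probe mix of 5 nM fluorescein-DNA and 100nM Texas-615-DNA. Fluorescence polarization was read for both dyes.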
G9a block: G9a (human) methyltransferase inhibition; AID 504332; G9a H3K9 monomethylation, AlphaScreen, 2 h; Q96KQ7; 350,000 compounds, 8.8% hits; Potency, µM (doses to about 102 µM), without a hit: at the top dose activity, negative = inhibition, hits mostly inhibitors; also: potency is read from the fitted curve at half-maximal effect; % is scaled to controls: 0 for no effect and ±100 for the full control effect; nearly all actives have a fitted effect of over 75% in size
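AlphaScreen read-out: biotin-H3K9 peptide (500 nM) methylation by 20 nM enzyme with 20 uM SAM, 2 h at room temperature after 15 min compound preincubation; anti-monomethyl H3K9 antibody plus donor/acceptor beads, 10 min dark.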
* hit, by the source's call; i = inactive; u = inconclusive; x = no result given; [ ] = remark or other dose. Unless noted, calls follow the shape of the dose curve; as a rule, active = well fitted curve in the direction sought with a large enough effect; inconclusive = small, poorly fitted or top-dose-only effect, or another doubt; inactive = no such curve, though single readings can be large; an effect the other way counts as inactive or inconclusive.

cpd | compound | PI4K2A inh | BAZ2B block | Pin1 inh | HP1b binding inh | JMJD2A Tudor | Tb PGK inh | GLS inh | ERG Ets-DNA blk | G9a block
1 | Clc1ccc(Cc2nc(-c3ccncc3)no2)cc1 | 2 | 6% | -2% | 31% | -14% | -4% | -2% | 7% | 21%
2 | Cc1sc2ncn(CC(=O)N3CCCCC3)c(=O)c2c1S(=O)(=O)N1CCC(C)CC1 | -2 | 4% | 4% | 35% | 0% | i | -14% | 13% | -3%
3 | O=C(CSC1=Nc2ccccc2C2=NC(CCC(=O)NC3CCCCC3)C(=O)N12)Nc1cccc(Cl)c1 (centres undefined) | -2 | 32%[activator] | 8% | 80%[activator] | -10% | -6% | -4% | -4% | 36%[59 µM]
4 | CCC(CC)NC(=O)Nc1ccccc1C(F)(F)F | 2 | 1% | -11% | 57%[activator] | -17%[11.4 µM] | -9% | -3% | -9% | 18%
5 | c1cncc(C(c2nnnn2C2CCCCC2)N2CCN3CCCC3C2)c1 (centres undefined) | 0 | 2% | -4% | 79%[activator] | 0% | -16% | 4% | 0% | 4%[59 µM]
6 | COc1cc(C(=O)Oc2cccc(Nc3ncnc4ccccc34)c2)cc(OC)c1OC | 0 | -2% | 3% | 18% | -27% | -8% | 17% | x | 26%[59 µM]
7 | O=C(CSc1nc2ccccc2c(=O)n1-c1ccc(F)cc1)NCc1ccco1 | -13 | -12% | -2% | 27% | -29% | -5% | -8% | -3% | 4%[59 µM]
8 | Cc1ccc2c(c1)N(C(=O)N1CCC(C(=O)NCCC3=CCCCC3)CC1)CC(C)O2 (centres undefined) | 0 | -14% | -6% | 27% | -10% | -2% | -1% | 4% | -9%[59 µM]
9 | Cn1c(SCc2nnc(-c3ccccc3Br)o2)nc2sc3c(c2c1=O)CCC3 | -4 | -13% | 34%[activator] | 18% | -22% | -7% | 7% | x | -33%
10 | CCC1(CC)NC(=O)N(CC(=O)Nc2sc3c(c2C(N)=O)CCC3)C1=O | u | 50µM* | u | 5% | u | -10% | 2% | 13% | -2%[12.7 µM]
11 | CNC(=S)N(Cc1ccco1)Cc1cc2cc3c(cc2[nH]c1=O)OCCO3 | -3 | -26% | -3% | -10% | -28% | -8% | -4% | -6% | 79µM*
12 | COc1ccc(NC(=O)c2sc3nc[nH]c(=O)c3c2C)cc1 | 2 | -19% | -13% | 16%[57 µM] | -27% | i | -11% | 2% | 8%[59 µM]
13 | CCOc1ccc(NC(=O)CCn2cnc3onc(-c4ccc(F)cc4)c3c2=O)cc1 | 3 | 12%[57.1 µM] | u | 45%[activator] | -5% | i | -12% | 0% | -14%[59 µM]
14 | Cc1nc(-c2ccc(Cl)cc2)sc1CCNC(=O)C(=O)Nc1ccc2c(c1)OCO2 | 5 | -2% | 3% | 12%[57 µM] | -16% | -1% | 4% | -1% | -5%[59 µM]
15 | CN1CCCN(C(=O)C2CCCCC2)CC1 | 6 | -15% | 3% | 21% | -17% | 7% | 6% | -2% | 8%
16 | CCOC(=O)C(CC)n1cnc2c(oc3ccccc32)c1=O (centres undefined) | 2 | 3% | -1% | 21% | -6% | 3% | 8% | -9% | 13%[12.7 µM]
17 | N#Cc1c(NC(=O)CS(=O)(=O)c2ccc(Cl)cc2)sc2c1CCCCC2 | 3 | -12% | -1% | -24% | -12% | 0% | -10% | 4% | 4%[59 µM]
18 | COc1ccc(OCC(=O)N2CCC3(CC2)CC(=O)c2ccccc2O3)cc1 | 1 | 10% | 5% | 14% | 0% | -3% | 4% | -7% | 7%[0.501 µM]
19 | Cc1cc(NS(=O)(=O)c2ccc(NC(=O)NC(C)(C(F)(F)F)C(F)(F)F)cc2)no1 | 2 | -7% | -3% | 7% | -15% | -3% | -10% | -4% | -29%[59 µM]
20 | CCC(C)(C)NC(=O)C(c1cccnc1)N(C(=O)c1csnn1)c1ccc(C)cc1 (centres undefined) | 1 | -2% | -1% | 37% | -8% | 4% | 11% | 5% | 15%
21 | Cc1cccc(-c2nnc(SCC(=O)Nc3cc(C)on3)n2C)c1 | -1 | -14% | 8% | -16% | -16% | i | -14% | -7% | -8%
22 | Cc1cccc(N2CCN(C(=O)NC3CCCCC3)CC2C)c1 (centres undefined) | -8 | -1% | -13% | 50%[activator] | -17% | 0% | 25% | 7% | 19%
23 | CC(=O)N1c2ccc(S(=O)(=O)NCC3CCC(C(=O)N4CC(C)CC(C)C4)CC3)cc2CC1C (centres undefined) | -3 | -15% | -11% | 24% | -18% | -12% | 8% | 12% | 16%[59 µM]
24 | CCOC(=O)c1cc2c(ccn2C)n1CC(=O)Nc1ccc(F)cc1 | -2 | -9% | 0% | 16% | -18% | -10% | 8% | -4% | x
25 | COc1cc2ccccc2cc1C(=O)NCCCN1CCOCC1 | 0 | -3% | -4% | 25% | -9% | 3% | 4% | 5% | u
26 | O=C(Cn1cc(C(=O)c2cccs2)c2ccccc21)NC1CCCCC1 | 2 | 10% | -2% | 11% | -15% | -4% | -8% | -9% | 14%[12.7 µM]
27 | CCOc1ccc(S(=O)(=O)Nc2cccc(C(=O)N3CCN(c4ccccc4O)CC3)c2)cc1 | -4 | 11% | 6% | -6% | -19% | -3% | 9% | 17% | u
28 | CC(C)c1nnc(NC(=O)CCS(=O)(=O)c2nc(-c3cccs3)cc(C(F)(F)F)n2)s1 | 7 | 89µM* | 21% | 30% | -23% | i | 9% | -3% | 1.8µM*
29 | Cc1cc(C)c(NC(=O)COC(=O)C2CCC2)c(Cl)c1 | 1 | -2% | 0% | 27% | -14% | -4% | -1% | -16% | 25%
30 | COc1ccc(C2(O)CCN(C(=O)NC3CCCCC3)CC2)cc1 | 9 | 11% | -20% | 21% | 3% | i | -4% | -2% | -5%[59 µM]
31 | O=C(Cn1cnc2c(OCc3ccccc3)ncnc21)NCCCc1ccccc1 | -2 | x | 3% | 16% | -19% | 4% | 1% | 0% | x
32 | CS(=O)(=O)N(CC(=O)Nc1ccc(Cl)c(Cl)c1)C1CCCCC1 | -5 | -3% | u | 43%[activator] | 31% | -1% | 1% | 16% | 20%
33 | CC1=C(CC/C(C)=N/NC(N)=S)C(C)(C)CCC1 | 0 | -32% | -4% | u | -35% | -8% | -27% | 5% | u
34 | COc1cc(OC)c(OC)cc1CNC(=O)c1cc(=O)c2ccccc2o1 | 2 | -4% | 7% | 5% | 7% | 4% | 2% | -4% | 8%
35 | Cc1c(CN2CC[C@@H](N3CCN(c4ccccn4)CC3)[C@H](O)C2)[nH]c2ccc(F)cc12 | 0 | u | 2% | 7% | u | 2% | 17% | 1% | u
36 | CN(CC(=O)Nc1ccc(OC(F)(F)F)cc1)C(=O)Cc1ccc2c(c1)CCC2 | 2 | -7% | 3% | 21% | 0% | -7% | -1% | 8% | 22%[2.33 µM]
37 | COc1ccc(-c2ccc(=O)n(CC(=O)Nc3ccc(N(C)C)cc3)n2)cc1 | -5 | 32µM* | -2% | u | 56µM* | i | 37%[activator] | 2% | 5µM*
38 | COc1ccc(-c2c(C#N)c(N)n(N)c(=O)c2C#N)cc1Cl | -8 | -16% | -7% | 22% | -17% | -1% | -4% | 3% | 12%
39 | CN(CC(=O)Nc1ccccc1Br)C(=O)c1cccnc1Nc1cccc(C(F)(F)F)c1 | -5 | -6% | 2% | 23% | -9% | i | -2% | 8% | -6%
40 | CC1CCN(CCCCOc2ccc(C(C)(C)C)cc2)CC1 | 7 | u | -9% | u | 20µM* | -3% | 0% | -1% | 40µM*
41 | CCOC(=O)c1ccccc1NC(=O)COC(=O)c1cc([N+](=O)[O-])ccc1N1CCOCC1 | 1 | -26% | 1% | u | u | 8% | -2% | 2% | u
42 | CC(C)Oc1ccc(C(=O)NN2C(=O)NC3(CCCCC3)C2=O)cc1 | 2 | 2% | -10% | 18% | -3% | -3% | 8% | -6% | 3%[59 µM]
43 | COc1ccc(C(CNC(=O)c2cc(C)oc2C)N2CCOCC2)cc1 (centres undefined) | -8 | -6% | -2% | 15% | -15%[57.1 µM] | -3% | 0% | 0% | -41%[12.7 µM]
44 | CCCCn1cnc2c(SCc3ccccc3F)nc(N)nc21 | -3 | x | -10% | 24% | -6% | -4% | -9% | -4% | x
45 | CN(C)c1nc(F)c(F)c(S(=O)(=O)c2ccccc2)c1F | 2 | -18% | 3% | 35% | 27% | 3% | 16% | 2% | 14%
46 | COc1ccccc1Nc1nnc(SCC(=O)N2CCCC2=O)s1 | 1 | 7% | -2% | 34% | -12% | x | -1% | 3% | u
47 | Cc1nc(N2CCOCC2)nc(OCCN(C)C)c1[N+](=O)[O-] | 0 | 1% | -6% | 44%[activator] | -15% | -3% | 3% | 2% | -5%[59 µM]
48 | COc1ccccc1NC(=O)CCc1nc(-c2cccs2)no1 | -3 | -4% | 0% | 26% | -9% | -2% | 2% | -1% | -22%
49 | O=C(Nc1cccc(N=Cc2cc(Br)cc(Br)c2O)c1)c1ccco1 | -19 | u | u | -8% | -26% | -12% | u | -6% | 6%[59 µM]
50 | COc1cccc(NC(=O)c2cnn(-c3ccccc3)c2-n2cccc2)c1 | -4 | 3% | u | 20% | -16% | i | -11% | 8% | -3%[59 µM]
51 | CC1(C)OC(=O)C(=CNc2ccccn2)C(=O)O1 | -1 | 2% | -6% | 27% | 4% | i | -15% | 1% | -46%
